p97 ATPase inh = inhibitors of human p97 ATPase, primary screen, biochemical; inhibition, % at 8 µM; actives 0.42% (n = 220,000); recombinant p97 ATPase, Kinase-Glo ATP luminescence, 3 h; in the data active = inhibition above about 15%;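 note: 0% = DMSO vehicle and 100% = wells lacking enzyme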
Target sequence (P55072 whole entry, looked up): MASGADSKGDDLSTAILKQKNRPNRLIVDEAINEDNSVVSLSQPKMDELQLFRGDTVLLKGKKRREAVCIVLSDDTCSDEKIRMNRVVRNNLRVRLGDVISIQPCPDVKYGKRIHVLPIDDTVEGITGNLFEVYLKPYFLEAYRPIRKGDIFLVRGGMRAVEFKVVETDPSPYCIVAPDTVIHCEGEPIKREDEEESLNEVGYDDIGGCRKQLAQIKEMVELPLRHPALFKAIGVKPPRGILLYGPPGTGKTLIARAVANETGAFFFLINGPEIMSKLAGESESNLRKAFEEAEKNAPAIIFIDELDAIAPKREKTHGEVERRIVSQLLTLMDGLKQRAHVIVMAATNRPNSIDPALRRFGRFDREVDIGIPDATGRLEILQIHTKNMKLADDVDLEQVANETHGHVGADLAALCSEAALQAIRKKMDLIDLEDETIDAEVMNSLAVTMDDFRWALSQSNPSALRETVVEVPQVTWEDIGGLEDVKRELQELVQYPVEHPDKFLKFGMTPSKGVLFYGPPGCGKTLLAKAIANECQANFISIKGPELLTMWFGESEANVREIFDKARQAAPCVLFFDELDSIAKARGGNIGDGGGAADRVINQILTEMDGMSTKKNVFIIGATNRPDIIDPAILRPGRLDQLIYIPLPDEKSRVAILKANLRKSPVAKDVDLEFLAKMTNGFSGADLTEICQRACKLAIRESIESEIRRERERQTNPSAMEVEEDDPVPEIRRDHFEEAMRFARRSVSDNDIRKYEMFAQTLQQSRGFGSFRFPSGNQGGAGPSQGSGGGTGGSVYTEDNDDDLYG
EBV gp42 inh = Epstein-Barr virus gp42 inhibitors, primary screen, biochemical, uHTS, fluorescence polarization; Glycoprotein 42 (Epstein-Barr virus (strain AG876)), Q1HVG2; Fluorescence polarization binding assay, mP read-out; inhibition, % (tested at 21.74 µM); actives 0.42% (n = 220,000); in the data active = inhibition above about 50%
Furin inh = human furin inhibitors, primary screen, biochemical, fluorescence intensity. P09958. purified furin, fluorogenic substrate cleavage. inhibition, % at 30 µM. actives 0.061% (n = 220,000). AID 463115, 2010; in the data active = inhibition above about 25%; note: inactives centre near -15
Calpain2 inh = inhibitors of pig calpain II, primary screen, biochemical, fluorogenic peptide substrate, 1536-well. purified calpain II, 30 min. inhibition, % at 16 µM. actives 0.37% (n = 220,000). AID 1236, 2008;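 active = inhibition above about 50%, limit read from the data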
Runt-SMMHC FRET = inhibitors of RUNX1 Runt–CBFb-SMMHC binding, primary screen, biochemical, FRET, Cerulean-Runt, Venus-CBFb-SMMHC, uHTS; AID 1434, 2008; actives 0.74% (n = 220,000); Runt-related transcription factor 1 (Homo sapiens) + Core-binding factor subunit beta …; inhibition, % at 20 µM; Cerulean-Runt/Venus-CBFb-SMMHC FRET ratio 530/480, 1 h;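 active = mean inhibition across duplicate retests at 20 µM reaching about 50%, limit read from the data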;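 note: 0% = DMSO wells and 100% = wells with excess untagged CBFb-SMMHC; inhibitors lower the FRET ratio by blocking Runt binding to CBFb-SMMHC; some results filed as inactive read as strong as hits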
TbHK1 inh = Trypanosoma brucei hexokinase 1 inhibitors, primary screen, biochemical, G6PDH-coupled NADH absorbance, MLSCN library | hexokinase 1 [Trypanosoma brucei] | recombinant TbHK1, G6PDH-coupled NADH A340 | inhibition, % at 10 µM | actives 0.11% (n = 220,000);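 active = inhibition of 50% or more in the single-dose primary screen; inactive = inhibition below 50%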
NCF1 inh = p47phox/p22phox peptide binding inhibitors, primary screen, biochemical, uHTS, NADPH oxidase regulatory subunit; Neutrophil cytosol factor 1 (Homo sapiens), P14598; fluorescence polarization, 2 h; inhibition, % at 24.7 µM; actives 0.53% (n = 220,000); AID 1274, 2008;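 active = inhibition above about 30%, limit read from the data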;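 note: 0% = p47phox with labelled peptide and 100% = labelled peptide alone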
RBBP9 inhibitor = human RBBP9 inhibitors, primary screen, biochemical, fluorescence polarization, FP-Rh probe, HTS; actives 0.2% (n = 220,000); Serine hydrolase RBBP9 (Homo sapiens), O75884; recombinant RBBP9; inhibition, % at 7.94 µM;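 active = inhibition above the campaign mean of all tested compounds plus 3 SD, cut at about 14% in these data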;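 note: plate controls were DMSO wells with RBBP9 for no effect and wells lacking RBBP9 protein for full effect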
Target sequence (O75884 whole entry, looked up): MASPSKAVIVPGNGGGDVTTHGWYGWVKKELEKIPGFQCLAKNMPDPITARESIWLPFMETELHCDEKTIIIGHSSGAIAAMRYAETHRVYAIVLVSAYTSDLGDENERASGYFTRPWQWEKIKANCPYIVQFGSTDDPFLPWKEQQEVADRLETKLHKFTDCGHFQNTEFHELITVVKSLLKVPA
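Test system: recombinant human RBBP9. Quantity: 2.5 µM RBBP9 dispensing solution, before mixing. Detection: FP readout at 525/598 nm. Reagent: Serine-hydrolase probe FP-Rh, 375 nM pre-mixing. Measure: % inhibition. Control set: DMSO-treated enzyme wells and wells lacking RBBP9. Buffer or medium: Tris-NaCl-Pluronic buffer, pH 8.0. Times: preincubation 30 min plus labeling 45 min at 25 °C.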
Runt-CBFb FRET = inhibitors of RUNX1 Runt–CBFb binding, primary screen, biochemical, FRET, Cerulean-Runt, Venus-CBFb, uHTS; Runt-related transcription factor 1 (Homo sapiens) + Core-binding factor subunit beta …; Cerulean-Runt/Venus-CBFb FRET ratio 530/480, 1 h; inhibition, % at 20 µM; actives 0.46% (n = 220,000); AID 1496, 2009;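 active = inhibition over about 50% at 20 µM in the single-dose screen, limit read from the data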;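 note: 0% = DMSO wells and 100% = excess unlabeled CBFb competitor control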
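Buffer or medium: Tris pH 7.5 buffer with BSA. Assay system: Cerulean-labeled Runt domain protein. Amount: each fluorescent fusion protein 100 nM. Read-out basis: loss of energy transfer signal. Incubation: 1 h compound exposure, room temperature. Probe or stimulus: Venus-CBFb binding partner, 100 nM. Detection: FRET, excitation 422 nm, emission at 530 and 480 nm.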
Active calls of the source: *; i = inactive; [ ] = dose if it differs, or a comment.

The first two compounds, ahead of the listing:
mol	p97 ATPase inh	EBV gp42 inh	Furin inh	Calpain2 inh	Runt-SMMHC FRET	TbHK1 inh	NCF1 inh	RBBP9 inhibitor	Runt-CBFb FRET
CCN1CCN(c2cc(N3CCc4ccccc4C3)c(F)cc2[N+](=O)[O-])CC1	-6.7	-10.4	6.8	29.5	-2.5	-7.5	2.3	-0.5	-2.7
COc1ccc(C)cc1NC(=O)C1CCCN1C(=O)OCc1ccccc1 (stereo not given)	-1.9	-7.2	-29.5	36.8	1.5	-4.9	-1.2	-2.9	0.4

The listing (from the top)
mol	p97 ATPase inh	EBV gp42 inh	Furin inh	Calpain2 inh	Runt-SMMHC FRET	TbHK1 inh	NCF1 inh	RBBP9 inhibitor	Runt-CBFb FRET
CCN1CCN(c2cc(N3CCc4ccccc4C3)c(F)cc2[N+](=O)[O-])CC1	-6.7	-10.4	6.8	29.5	-2.5	-7.5	2.3	-0.5	-2.7
COc1ccc(C)cc1NC(=O)C1CCCN1C(=O)OCc1ccccc1 (stereo not given)	-1.9	-7.2	-29.5	36.8	1.5	-4.9	-1.2	-2.9	0.4
Cc1ccccc1NC(=S)N(CCN1CCCCC1)Cc1ccco1	-4.7	-5.5	-15.3	25.0	-2.7	5.9	5.6	-8.5	0.2
NS(=O)(=O)c1ccc(NC(=O)c2ccc(S(=O)(=O)N3CCc4ccccc43)cc2)cc1	9.5	1.8	-17.7	-120.8	-15.4	13.3	-41.6	-4.2	-9.6
CCCOc1ccc(C2(C(=O)O)CCCC2)cc1	6.2	-23.9	-23.7[20 µM]	-21.4	2.5	2.7	-13.1	-1.8	1.0
CCOC(=O)c1csc(NC(=O)CC2CCCC2)n1	-0.9	-11.5	-32.8	5.5	0.8	4.2	-3.7	-9.8	-0.2
CCCCCc1ccc(OCCOCCn2c[n+](C)c3ccccc32)c(CCCCC)c1	4.0	-20.6	-6.2	7.7	-4.7	10.8	75.4*	1.7	-2.1
COc1ccc([N+](=O)[O-])cc1NC(=O)CSCc1ccc(Br)cc1	1.6	-6.6	-13.3	9.0	1.6	-3.7	-4.0	-2.7	-0.6
C/C(=N\Nc1nnc2c3ccccc3n(C)c2n1)c1ccc(C)o1	2.4	-3.8	-6.8	11.9	-4.4	-20.1	-6.4	-9.1	-5.1
COc1cc(C(=O)OCCNC(=O)c2ccncc2)cc(OC)c1OC	0.5	-7.3	-3.2	6.8	-2.8	-7.6	-1.6	-4.7	-0.1
COc1ccc(S(=O)(=O)NC(CC(=O)NCc2ccco2)C(C)C)cc1 (stereo not given)	0.7	-1.4	-22.6	-7.7	0.5	2.5	-11.4	-4.1	-1.2
CC(=O)CC(=O)Nc1ccc(C(N)=O)cc1	4.7	-17.0	-14.6	-35.8	3.6	2.9	3.9	-5.5	-0.5
CCOc1ccccc1Nc1nnc(SCC(=O)NC(Cc2c[nH]c3ccccc23)C(=O)O)s1 (stereo not given)	6.4	-6.1	-20.7	-31.3	1.0	2.3	-19.7	2.2	-1.4
O=C(c1ccc(-n2cnnn2)cc1)N(C1CCCCC1)C1CCCCC1	1.1	-9.0	-27.9	5.7	-0.9	-0.6	6.3	-2.8	-2.1
CC(=O)Nc1ccc(S(=O)(=O)Nc2ncccn2)cc1	3.6	-20.8	-9.7	-13.3	3.1	-4.2	7.1	-8.6	0.5
O=C(Nc1nc(COc2ccccc2)cs1)C1CCC1	1.2	-11.2	-12.1[20 µM]	-6.9	-4.5	-1.2	-13.8	-0.1	-1.4
COc1ccccc1CN1CCNC(=O)C1CC(=O)NC1Cc2ccccc2C1 (stereo not given)	5.4	0.9	-24.6	-26.1	1.7	5.9	0.8	-0.7	-1.0
COc1cc(NC(=O)CN(c2cc(C)cc(C)c2)S(=O)(=O)c2c(C)noc2C)cc(OC)c1	-3.4	-5.6	-11.7	-5.1	2.1	-6.3	-8.1	-5.7	0.4
Cc1ccc(-n2ncc(C#N)c2/N=C/N2CCCCCC2)cc1	-2.4	-8.0	-7.4	19.9	3.2	4.6	5.1	-9.4	-0.5
Cc1ccccc1OCC(=O)NCCC(=O)O	-3.6	-8.5	-10.6	-15.9	1.2	-3.2	-1.9	-5.8	-1.5

mol	p97 ATPase inh	EBV gp42 inh	Furin inh	Calpain2 inh	Runt-SMMHC FRET	TbHK1 inh	NCF1 inh	RBBP9 inhibitor	Runt-CBFb FRET
O=C(Nc1cccc(C(=O)N2CCOCC2)c1)c1cccnc1	-2.2	-14.4	-11.2[20 µM]	-18.8	5.1	-2.7	-1.0	-3.4	-0.1
CCOC(=O)c1ccc(CNC(=O)C(Cc2c[nH]c3ccccc23)NC(C)=O)o1 (stereo not given)	-1.4	-6.6	-27.5[20 µM]	-14.0	-2.4	-3.0	-3.3	-2.5	-1.1
C=CCNC(=S)N(Cc1ccccc1)Cc1ccccc1	2.6	3.6	-26.5	-12.1	3.4	2.3	2.0	-2.1	-2.8
CCOc1ccccc1/C=N/NC(=O)c1cccc(S(=O)(=O)N(CC)CC)c1	4.9	3.5	-19.3	-25.8	0.8	-3.7	-14.9	-6.8	-0.5
COc1ccc(Cl)cc1N(CC(=O)NC(C(C)C)C(C)C)S(C)(=O)=O	-0.6	-14.0	-7.6	3.8	5.3	-9.6	-4.5	-6.0	-4.4
CCNC(=O)c1nc[nH]c1C(=O)NCC	6.0	-26.5	-21.9	7.2	0.9	-2.0	-3.5	-0.8	-3.8
CCOCCCNC(=O)/C(C#N)=C/c1ccc(C)o1	0.5	-0.5	-19.1	5.3	0.3	-22.1	-0.1	-4.5	-1.0
COc1ccc(CCNC(=O)/C=C/c2cc(OC)c(OC)c(OC)c2)cc1OC	0.6	-0.5	-27.3	-94.4	1.0	-9.7	-3.5	1.8	-0.3
CC(=O)NC(Cc1cnc[nH]1)C(=O)O (stereo not given)	1.4	10.4	-6.9	-34.6	5.6	6.3	-1.7	4.2	-1.5
CCn1c(CCCNC(=O)c2ccc(F)cc2)nc2ccccc21	-13.0	-12.7	-9.6	-5.7	0.8	-3.9	-15.8	-9.6	1.7
CN(C)C(=O)CCSc1nnc(-c2ccco2)o1	1.9	-0.1	-31.1	-17.1	-2.4	-1.7	-1.4	-4.3	-0.2
O=C(COc1ccc(Cl)cc1)Nc1nnc(-c2ccc3c(c2)CCCC3)o1	-9.0	-5.4	1.9	-55.6	-5.8	-0.3	-5.7	-7.2	0.2
Cc1ccc(N2C(=O)c3cccc4c(N)ccc(c34)C2=O)c2cccnc12	6.6	39.3	-11.2	-14.9	-125.4	-4.9	-180.4	-6.4	-322.0
CN(C)S(=O)(=O)c1ccc(-c2cn3ccccc3n2)cc1	-4.7	-13.3	-14.5[20 µM]	i	1.8	-21.5	-1.4	2.2	3.0
COCCCNCCCCOc1c(Cl)cc(C)cc1Br	-5.9	-8.9	-4.0	12.3	-2.7	7.8	-2.1	-0.7	-2.6
COc1ccc(CCCc2nnc(SCc3nc4ccccc4c(=O)[nH]3)n2C)cc1C	-8.4	13.7	-17.8	28.4	1.6	7.2	13.6	-12.6	-1.3
Cc1ccc(N(C(=O)C2CCCC2)C2C=CS(=O)(=O)C2)cc1C (stereo not given)	-0.7	-0.8	-26.5[20 µM]	-42.8	1.2	-3.8	3.7	-10.9	-2.9
O=S(=O)(Nc1cc(Sc2ncn[nH]2)c(O)c2ccccc12)c1ccccc1	29.2*	-17.0	-30.1	-3.0	55.2	6.0	18.3	8.2	28.2
O=C(OCCCN=C1NS(=O)(=O)c2ccccc21)c1ccc([N+](=O)[O-])cc1	3.0	-6.8	-12.6	-18.0	-1.1	-2.5	0.4	-1.1	1.0
Cc1ccccc1CNC(=O)Nc1cccs1	5.0	-10.6	-3.1	17.0	18.7	-0.2	-16.9	-9.0	10.6

mol	p97 ATPase inh	EBV gp42 inh	Furin inh	Calpain2 inh	Runt-SMMHC FRET	TbHK1 inh	NCF1 inh	RBBP9 inhibitor	Runt-CBFb FRET
CCOC(=O)c1c(NC(=S)N2CCCCC2)sc2c1CCN(C(=O)OCC)C2	-4.7	-12.3	-15.9	9.1	-0.5	-24.5	-62.5	-1.4	-1.1
CC(NC(=O)c1cc(COc2ccc3ncccc3c2)on1)c1ccc(F)cc1 (stereo not given)	5.3	-10.9	-13.9	11.0	-5.6	-11.4	-9.4	-6.1	-6.4
C=C(C)CNC(=S)Nc1cccc(S(=O)(=O)NC2=NCCC2)c1	-1.7	-11.4	-17.5	-1.8	0.5	-5.1	-5.1	3.7	2.2
COc1ccc(C(=O)N2N=C(c3ccccc3)CC2(O)C(F)(F)F)cc1 (stereo not given)	-1.4	0.4	-31.4	-6.8	-2.9	-12.1	-9.6	-8.0	-2.1
S=C(NCc1ccco1)Nc1cc(-c2ccccc2)[nH]n1	6.2	-1.9	-18.4	4.2	3.7	5.0	-24.8	-2.7	9.8
COc1ccc(-c2nc(C(N)=O)c3[nH]c(=O)n(-c4cccc(C)c4)c3n2)c(OC)c1	2.5	-23.6	-18.6	-26.2	-3.7	-7.1	-20.2	-8.6	-3.8
CCc1cccc(NC(=O)NC(=O)Cn2nnc(C(=O)OC)c2C(=O)OC)c1	2.8	-6.7	-22.1	20.3	0.0	-1.0	-6.2	-6.0	-1.9
COc1ccc(-c2noc(CCC(=O)NC3CCCC3)n2)cc1	6.2	-14.4	-11.9	-8.2	1.1	-3.2	-7.8	-2.4	0.4
COc1ccc(C(NC(=O)c2ccc(F)cc2)c2ccccc2)cc1 (stereo not given)	4.8	-2.4	-15.1	-7.6	2.2	6.3	-2.9	-9.0	1.8
CC(Sc1ccccn1)C(=O)Nc1ccccc1 (stereo not given)	-0.2	-26.9	-10.6[20 µM]	-8.2	0.6	-7.9	-2.4	-1.3	5.4
O=C1NC(=S)N/C1=C/c1cccc([N+](=O)[O-])c1O	3.5	-1.4	-16.4[20 µM]	2.9	-20.4	3.9	-19.6	-8.9	-4.7
COc1ccc(/C=C2\SC(=O)N(CC(=O)NCCC(C)C)C2=O)cc1OC	-14.5	-10.7	-8.7	-286.6	60.4	-46.7	-13.5	-14.3	22.3
O=C(C1=C[C@@H](C2CCCCC2)C[C@@H](OCc2ccc(CO)cc2)O1)N1CCN(Cc2ccc3c(c2)OCO3)CC1	-9.6	3.8	-17.1	-0.6	-2.0	-12.5	-8.3	-16.7	-4.0
CCNC(=O)Nc1nc2ccccc2s1	-0.1	-2.8	-21.2	-14.8	0.8	-5.7	-6.9	-3.6	0.1
COC(=O)c1ccc(-c2nc3cc(N)ccc3o2)cc1	-0.4	-7.7	-14.2[20 µM]	-73.6	-7.7	-19.9	-6.8	-11.5	-5.6
COc1ccc(OC)c(NC=C2C(=O)OC(C)(C)OC2=O)c1	-2.8	-10.0	4.6	-18.2	-9.6	-23.1	1.9	-2.8	8.2

Compound activity: PubChem, several laboratories
